RTF Ca sens inh – cardiac RTF calcium sensitivity inhibitors, primary screen, biochemical, IANBD-TnC fluorescence, EC70 calcium. Troponin I, cardiac muscle (Homo sapiens) + Troponin T, cardiac muscle (Homo sapiens) + …. IANBD-labeled cardiac RTF, Ca2+ fluorescence. inhibition, % at 7.15 µM. actives 0.12% (n = 340,000). AID 493244, 2011;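 active = inhibition above the mean inhibition of all tested compounds plus 3 SD, cut at about 17% in these data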;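 note: assay run at fixed EC70 calcium of 1.6 mM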
LANA DNA inh – inhibitors of KSHV C-LANA binding to DNA, primary screen, biochemical, fluorescence polarization, FAM-LBS DNA, MBP-C-LANA, single point; inhibition, % at 9 µM; AID 504423, 2011; Kaposi's sarcoma herpesvirus LANA C-terminal domain (residues 932-1162) DNA binding; actives 0.078% (n = 340,000);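 active = highest replicate inhibition at or above 60% at 9 µM, even if other replicates fall short; inactive = all replicates below 60% inhibition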;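 note: 0% = neutral control wells and 100% = 4 µM acridine orange control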
Keap1-Nrf2 PPI – Keap1-Nrf2 protein-protein interaction inhibitors, primary screen, biochemical, fluorescence polarization, single point | Kelch-like ECH-associated protein 1 (Homo sapiens), Q14145 | Keap1 Kelch-Nrf2 peptide fluorescence polarization, 1536-well | inhibition, % at 9.4 µM | actives 0.15% (n = 340,000); in the data active = inhibition above about 12%;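 note: human Keap1 Kelch domain with fluorescein labeled Nrf2 9mer peptide probe; 0% = neutral control wells and 100% = peptide positive control; higher means more block of Keap1 binding to Nrf2 peptide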
Target sequence (Q14145 whole entry, looked up, the tested form may be a part): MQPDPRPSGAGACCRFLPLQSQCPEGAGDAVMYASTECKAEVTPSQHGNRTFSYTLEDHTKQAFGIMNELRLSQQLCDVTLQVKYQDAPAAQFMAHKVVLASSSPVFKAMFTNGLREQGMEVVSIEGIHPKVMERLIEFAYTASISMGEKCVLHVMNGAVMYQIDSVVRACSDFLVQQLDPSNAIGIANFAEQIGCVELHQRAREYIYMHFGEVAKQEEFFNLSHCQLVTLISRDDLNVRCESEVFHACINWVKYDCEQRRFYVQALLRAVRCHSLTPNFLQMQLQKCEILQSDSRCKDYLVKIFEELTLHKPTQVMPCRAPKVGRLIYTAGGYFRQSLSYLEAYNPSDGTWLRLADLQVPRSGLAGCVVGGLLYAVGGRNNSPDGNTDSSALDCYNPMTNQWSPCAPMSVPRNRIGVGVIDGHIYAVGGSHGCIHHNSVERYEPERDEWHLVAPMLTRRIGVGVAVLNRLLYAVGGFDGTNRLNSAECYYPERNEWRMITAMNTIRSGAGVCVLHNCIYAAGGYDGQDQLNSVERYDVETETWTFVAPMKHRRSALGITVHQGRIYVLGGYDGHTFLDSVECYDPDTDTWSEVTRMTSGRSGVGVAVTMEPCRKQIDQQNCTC
V-ATPase pH – regulators of yeast V-ATPase proton pumping, primary screen, pHLuorin cytosolic pH fluorescence; AID 504577, 2011; response, % at 10 µM; actives 0.37% (n = 350,000); S. cerevisiae; in the data active = response mostly above about 7.3%, no sharp cut-off; inactive = mostly below about 5.4%; note: actives read high; inactives centre near 0; some compounds called inactive have numbers as strong as hits; reference of the scale not given here
HTR5A inv ctr – HTR5A inverse agonists in luminescence cell assay, primary screen, counter-screen for OPRM1-OPRD1 heterodimer inverse agonist project, full-deck HTS. actives 0.083% (n = 340,000). inhibition, % at 9.3 µM. HTR5A cell line, inverse agonism. 5-hydroxytryptamine receptor 5A (Homo sapiens), P47898; in the data active = inhibition mostly above about 23%, no sharp cut-off; inactive = mostly below about 18%;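 note: 0% = cells with DMSO and 100% = no-cell wells with DMSO; some compounds called inactive have numbers as strong as hits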
Target sequence (P47898 whole entry, looked up): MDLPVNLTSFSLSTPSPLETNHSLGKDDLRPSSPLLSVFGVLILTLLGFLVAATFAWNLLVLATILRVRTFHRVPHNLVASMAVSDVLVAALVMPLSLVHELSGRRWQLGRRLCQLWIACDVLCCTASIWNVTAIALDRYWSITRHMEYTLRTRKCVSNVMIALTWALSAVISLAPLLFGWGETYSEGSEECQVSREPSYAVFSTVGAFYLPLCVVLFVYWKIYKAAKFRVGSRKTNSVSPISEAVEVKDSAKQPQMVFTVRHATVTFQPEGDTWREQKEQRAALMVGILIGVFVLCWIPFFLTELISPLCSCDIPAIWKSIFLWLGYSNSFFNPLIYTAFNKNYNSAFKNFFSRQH
OPRM1-OPRD1 inv – inverse agonists of MOR-DOR heterodimerization, primary screen, cell-based, luminescence | Mu-type opioid receptor (Homo sapiens) + Delta-type opioid receptor (Homo sapiens), … | cell-based MOR-DOR heterodimer luminescence, inverse agonism | inhibition, % at 9.3 µM | actives 0.21% (n = 340,000); in the data active = inhibition above about 22%, passing the limit was not always enough;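 note: 0% = cells with DMSO and 100% = wells without cells with DMSO; values of inactives mirror those of a sister screen read the other way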
CAL-PDZ inh HTS – untagged CAL PDZ binding inhibitors, primary screen, biochemical, fluorescence polarization, HTS. Golgi-associated PDZ and coiled-coil motif-containing protein (Homo sapiens), Q9HD26. actives 0.92% (n = 300,000). purified CAL PDZ, TMR-peptide fluorescence polarization, 1 h. inhibition, % at 24.9 µM. AID 602252, 2012;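 active = mean inhibition of at least 30% with at least half of replicates also reaching 30%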;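 note: 0% = DMSO neutral control and 100% = excess unlabeled competitor peptide PRC23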
cardiac RTF act – cardiac RTF calcium sensitivity activators, primary screen, biochemical, IANBD-TnC fluorescence, EC20 calcium; Troponin I, cardiac muscle (Homo sapiens) + Troponin T, cardiac muscle (Homo sapiens) + …; IANBD-labeled TnC RTF fluorescence at EC20 calcium; 0% EC20 calcium, 100% full calcium; activation, % at 7.2 µM; actives 0.24% (n = 340,000); AID 493008, 2010;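 active = activation above the mean over all tested compounds plus 3 SD, cut at about 30% in these data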;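 note: rise in fluorescence read as greater calcium sensitivity of cardiac thin filaments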
HTR5A ag ctr – HTR5A agonists in luminescence cell assay, primary screen, counter-screen for OPRM1-OPRD1 heterodimer agonist project, full-deck HTS. 5-hydroxytryptamine receptor 5A (Homo sapiens), P47898. cell-based. activation, % at 9.3 µM. actives 0.61% (n = 340,000); in the data active = activation mostly above about 9.5%, no sharp cut-off; inactive = mostly below about 7.6%;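 note: 0% = cells with vehicle only and 100% = reference agonist; strong numbers were not always called active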
OPRM1-OPRD1 ag – agonists of OPRM1-OPRD1 heterodimerization, primary screen, cell-based, luminescence | Mu-type opioid receptor (Homo sapiens) + Delta-type opioid receptor (Homo sapiens), … | cells | activation, % at 9.3 µM | actives 0.3% (n = 340,000) | AID 504326, 2011; in the data active = activation above about 18%;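 note: 0% = vehicle-treated cells and 100% = reference agonist; values of inactives mirror those of a sister screen read the other way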
* = called active by the depositor; · = not tested or not shown.

molecule | RTF Ca sens inh | LANA DNA inh | Keap1-Nrf2 PPI | V-ATPase pH | HTR5A inv ctr | OPRM1-OPRD1 inv | CAL-PDZ inh HTS | cardiac RTF act | HTR5A ag ctr | OPRM1-OPRD1 ag
COc1ccc(C(=O)NCc2c(CC(C)C)oc(C)c2C(=O)O)cc1 | -17 | 1.1 | -3 | 9 | 16 | 10 | -4 | -2 | 0 | -1.7
COc1ccc(N2CC(O)=C(c3nc(-c4ccc(Cl)cc4)cs3)C2=N)cc1 | 7 | 0.9 | -2 | -1 | 10 | 1 | 3 | 5 | 0 | -0.3
Cc1ccc(S(=O)(=O)Nc2cc3c(cc2C#N)OCO3)cc1C(N)=O | -4 | 1.9 | -1 | -2 | -8 | -14 | -1 | -5 | 3 | 1.7
O=C(NCCc1ccccc1)c1ccccc1NC(=O)C1CC=CCC1C(=O)O (stereo unspecified) | -5 | 1.1 | -4 | 7 | 11 | 5 | 0 | 8 | 3 | -1.0
CSCC[C@H](NC(=O)c1nn(C)c(=O)c2ccccc12)c1nc2ccccc2[nH]1 | -2 | -1.5 | -5 | -2 | -19 | 5 | -2 | 5 | 4 | -0.8
CC(C)(C)OC(=O)CC12CCCCC1NC(=O)O2 (stereo unspecified) | 3 | 0.6 | 4 | -2 | -7 | 9 | 0 | 5 | 2 | -1.6
Cc1oc(/N=C/c2ccc(Cl)cc2Cl)c(C#N)c1C | -13 | 1.9 | -4 | 2 | -23 | 5 | · | 1 | 5 | -1.0
O=C(Cc1c(F)cccc1Cl)OCC(=O)N1CCc2ccccc21 | -2 | -0.2 | 1 | 8 | 0 | 7 | · | 8 | 0 | -1.3
Cc1ccc(-c2nnc(SCC(=O)N3CCCC3)o2)cc1C | -5 | 3.1 | -2 | 7 | -1 | -7 | -3 | 3 | 7 | 1.5
O=C1CC(c2ccc(S(=O)(=O)NCc3ccccc3)cc2)CN1 (stereo unspecified) | -1 | -0.1 | -1 | 1 | -7 | 13 | 1 | 2 | 3 | -2.7
O=C(Cn1cc([N+](=O)[O-])ccc1=O)N1CCc2ccccc2C1 | -8 | -0.9 | 0 | -1 | -6 | 12 | -3 | 1 | 2 | -3.1
O=C(NCCC1CCCC1)c1cccs1 | 6 | 3.0 | -3 | 7 | 9 | 3 | -2 | -1 | -3 | -0.6
COc1cc(C)nc(OCCNC(=O)COc2ccc(Cl)cc2Cl)n1 | 2 | -1.5 | -3 | 0 | -34 | 15 | -15 | 0 | 12 | -2.7
CC(C)(C)c1ccc(C(=O)NNc2ncccc2-n2cccc2)cc1 | 1 | 0.9 | -5 | -1 | -10 | 10 | 170* | -3 | 4 | -2.0
CCCCC(=O)NC(c1ccc(Cl)cc1Cl)c1ccc2cccnc2c1O (stereo unspecified) | 6 | -2.1 | 1 | 6 | -12 | -5 | -1 | -6 | 3 | 1.0
CCOc1cc(/C=C2/SC(=Nc3ccccc3)N(Cc3cccnc3)C2=O)ccc1OCC#N | -20 | 5.3 | -8 | 2 | -18 | 19 | -1 | 0 | 7 | -3.4
N#C/C(=C/c1cc[nH]c1)C(N)=S | -15 | -1.7 | -3 | -2 | 10 | 8 | -3 | 9 | 3 | -1.7
CC1CCN(c2ccc3nnc(CCC(=O)NCCCOC(C)C)n3n2)CC1 | -1 | 3.7 | -3 | 1 | -6 | 10 | 16 | -1 | 2 | -2.3
CC1CN(S(=O)(=O)c2ccc(C(=O)N(C)C3CCCCC3)cc2)CC(C)O1 (stereo unspecified) | -11 | -1.0 | 0 | 4 | 3 | 14 | -1 | -1 | -1 | -3.2
CCOC(=O)Cn1nnc(-c2ccc(OCC(C)C)cc2)n1 | -2 | -0.1 | 0 | -1 | -10 | -4 | -2 | 0 | 3 | 1.0
O=C(NC(c1ccc(Cl)cc1)c1cc(Cl)c2cccnc2c1O)c1cccnc1 (stereo unspecified) | -12 | 1.4 | 2 | 0 | 30* | 5 | -1 | 3 | -11 | -0.9
COc1ccc(-n2c(=S)[nH]c3cc(C(=O)NCCCN4CCCC4=O)ccc3c2=O)cc1 | -4 | -1.7 | -1 | -3 | 11 | 16 | -3 | 4 | -2 | -2.7
CCOC(=O)c1sc(NC(=O)COC(=O)CNC(=O)C2CCCCC2)c(C(=O)OCC)c1C | -25 | -1.1 | -3 | 0 | 2 | 16 | -2 | -6 | -2 | -3.6
CCCCNC(=O)[C@@H]1CSC2c3ccc(OC)c(OC)c3C(=O)N21 (stereo partly specified) | 2 | -5.4 | 2 | 1 | 8 | -1 | -4 | -6 | -2 | 0.1

7 of the compounds above, with values under each structure:
Below each compound – RTF Ca sens inh, LANA DNA inh, Keap1-Nrf2 PPI, V-ATPase pH, HTR5A inv ctr, OPRM1-OPRD1 inv, CAL-PDZ inh HTS, cardiac RTF act, HTR5A ag ctr, OPRM1-OPRD1 ag
- COc1cc(C)nc(OCCNC(=O)COc2ccc(Cl)cc2Cl)n1
  2, -1.5, -3, 0, -34, 15, -15, 0, 12, -2.7
- CC(C)(C)c1ccc(C(=O)NNc2ncccc2-n2cccc2)cc1
  1, 0.9, -5, -1, -10, 10, 170*, -3, 4, -2.0
- CCCCC(=O)NC(c1ccc(Cl)cc1Cl)c1ccc2cccnc2c1O (stereo unspecified)
  6, -2.1, 1, 6, -12, -5, -1, -6, 3, 1.0
- CCOc1cc(/C=C2/SC(=Nc3ccccc3)N(Cc3cccnc3)C2=O)ccc1OCC#N
  -20, 5.3, -8, 2, -18, 19, -1, 0, 7, -3.4
- N#C/C(=C/c1cc[nH]c1)C(N)=S
  -15, -1.7, -3, -2, 10, 8, -3, 9, 3, -1.7
- CC1CCN(c2ccc3nnc(CCC(=O)NCCCOC(C)C)n3n2)CC1
  -1, 3.7, -3, 1, -6, 10, 16, -1, 2, -2.3
- CC1CN(S(=O)(=O)c2ccc(C(=O)N(C)C3CCCCC3)cc2)CC(C)O1 (stereo unspecified)
  -11, -1.0, 0, 4, 3, 14, -1, -1, -1, -3.2

Further entries:
molecule | RTF Ca sens inh | LANA DNA inh | Keap1-Nrf2 PPI | V-ATPase pH | HTR5A inv ctr | OPRM1-OPRD1 inv | CAL-PDZ inh HTS | cardiac RTF act | HTR5A ag ctr | OPRM1-OPRD1 ag
Cn1cccc1C(=O)C(=O)Nc1ccccc1 | -8 | 3.3 | -4 | 3 | -23 | 12 | -5 | 0 | 9 | -2.4
N/C(=N\OC(=O)c1ccc(F)cc1)c1nonc1N | -11 | -0.7 | -2 | 1 | -24 | 8 | -3 | 7 | 0 | -1.4
COc1cc(-c2nc3ccccc3nc2-c2ccc(O)c(OC)c2)ccc1O | -3 | -1.2 | -4 | 3 | 19 | 24 | -4 | 4 | -5 | -5.2
Cc1ccc(NC(=O)C(C)OC(=O)COc2cccc(C(F)(F)F)c2)cc1 (stereo unspecified) | -1 | -0.3 | -5 | -1 | 7 | -12 | · | 1 | -2 | 2.3
Cc1ccc(C(=O)Nc2ccc(N3CCOCC3)nc2)cc1 | 1 | -2.4 | 0 | -4 | 8 | 7 | 6 | -4 | 2 | -1.4
CC(C)c1ccc(NC(=O)C2CC(=O)N(C(C)C)C2)cc1 (stereo unspecified) | 3 | -1.5 | 1 | 1 | -17 | 2 | -6 | -4 | -4 | -0.3
Cc1onc(C(=O)Nc2ccc(OC(F)(F)F)cc2)c1[N+](=O)[O-] | -7 | 0.7 | -1 | -1 | 10 | 2 | -4 | -2 | -4 | -0.4
Cc1csc(NC(=O)C2CC(=O)N(c3ccc4c(c3)OCCO4)C2)n1 (stereo unspecified) | -6 | 2.1 | -2 | -7 | 0 | 6 | -2 | 0 | 0 | -1.4
Cc1cc(C)n(C(C)Sc2ccccc2)n1 (stereo unspecified) | -4 | 1.0 | -2 | 2 | -9 | 4 | 3 | 2 | 3 | -0.8
CCOC(=O)CC1C(=O)NCCN1C(=O)COc1ccc(C(C)(C)C)cc1 (stereo unspecified) | 1 | 0.5 | 0 | 1 | -3 | 12 | -10 | -2 | 1 | -2.2
Cc1ccc(NC(=O)CN(C)C(=O)CNC(=O)c2sc3ccccc3c2Cl)cc1 | -5 | 0.4 | -4 | 1 | -2 | 10 | -1 | -3 | 6 | -1.9
N#Cc1ccc(Cl)cc1NC(=O)COC(=O)c1cccc(S(=O)(=O)N2CCOCC2)c1 | 0 | -1.0 | -2 | 0 | -7 | 1 | · | -2 | 0 | -0.4
N#CC(c1ccc(O)cc1)N1CCN(C(C#N)c2ccc(O)cc2)CC1 (stereo unspecified) | -10 | -0.2 | -6 | 5 | 4 | 13 | 1 | -4 | -1 | -2.6
COc1ccccc1CN1CC(C(=O)N2CCC(C(=O)c3ccccc3)CC2)CCC1=O (stereo unspecified) | 1 | 3.7 | -3 | 3 | -11 | -2 | 0 | 2 | 2 | 0.4
CCOc1ccc(N(CC)S(=O)(=O)c2cccc3nsnc23)cc1 | -3 | 3.9 | -7 | 2 | -7 | -2 | -2 | 5 | 2 | 0.4
COc1cc(C2c3c(n[nH]c3C)C(=O)N2c2ccc(C)cc2)ccc1O (stereo unspecified) | -8 | -0.8 | -7 | -2 | -17 | 7 | -6 | 3 | 6 | -1.7
Cc1cc(=O)oc2c(C)c(OCC(=O)c3ccccc3)ccc12 | 3 | 0.7 | 5 | 3 | 1 | 14 | -4 | 1 | 0 | -2.8
CCn1cc(CN2CCC(C(=O)Nc3cccc(-c4cccc(OC)c4)c3)CC2)c(C)n1 | -2 | 0.9 | -5 | -3 | -4 | -6 | -3 | -5 | 4 | 1.2
Cc1ccc(N=C2NC(=O)c3cccc([N+](=O)[O-])c32)cc1 | -6 | -1.3 | -4 | 1 | 22 | 7 | -1 | 7 | -2 | -1.3
CCCc1nc(SCC(=O)Nc2cc(C)on2)c2c(=O)n(C)c(=O)n(C)c2n1 | -3 | -0.1 | 0 | -2 | -16 | 2 | · | -1 | 2 | -0.3

Screening results as filed in PubChem BioAssay.
